# SV40 large T antigen – SV40 large T antigen inhibitors, biochemical (AID 1903); inhibition, % at 20 µM, or IC50 in µM where a hit was titrated; SV40 large T antigen ATPase/helicase inhibition assay; higher % means a stronger effect; 0.39% of 310,000 active; in the data active = a potency from the dose series; inconclusive = inhibition mostly from about 32% at the one dose, without a potency; inactive = the rest, 99 in 100 with inhibition below about 32%; note: strong numbers were not always called active
# West Nile antiviral – West Nile virus antiviral activity, cell-based, CPE readout (AID 1621); West Nile virus-infected cells, CPE inhibition; higher % means a stronger effect; one-dose CPE inhibition, % at 10 µM; IC50 in µM for titrated hits; 0.02% of 290,000 active; in the data active = a potency from the dose series; inconclusive = CPE inhibition mostly from about 3.7% at the one dose, without a potency; inactive = the rest, 99 in 100 with CPE inhibition below about 2.2%; note: strong numbers were not always called active
# PhoP inhibition – inhibitors of PhoP regulon expression, primary screen, Salmonella Typhimurium, GFP reporter (AID 1863) | 0.16% of 300,000 active | S. Typhimurium PhoP-regulated promoter GFP reporter, 4 h; higher % means a stronger effect | one-dose inhibition, % at 50 µM; IC50 in µM for titrated hits;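 active = inhibition over 29.93%, a cutoff 3 SD above the screen mean, later confirmed by dose response; inconclusive = inhibition over 29.93% but no dose response follow-up; inactive = inhibition at most 29.93% or unconfirmed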;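 note: 0% = low Mg2+ inducing control and 100% = high Mg2+ repressing control; strong numbers were not always called active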
# CSM14.1 death rescue – rescue of cells from ER stress-induced death, primary screen, 384-well, CSM14.1, thapsigargin, ATP luminescence (AID 1222); cellular ATP content (survival), % at 20 µM; hits with a dose series show EC50 in µM; 190,000 tested, under 10 active; CSM14.1 thapsigargin-induced death rescue, ATP luminescence; higher % means a stronger effect;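 active = EC50 below 50 µM in the dose-response confirmation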;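 note: death triggered by thapsigargin at about 15 µM added after 2 h compound pretreatment; cell ATP read after overnight thapsigargin exposure of roughly 18 to 22 hours; normalized against plate controls of thapsigargin alone and 5% DMSO vehicle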
# RSV CPE inhibition – RSV antiviral activity via CPE protection, HEp-2 cells, primary 10 µM value included (AID 2391); HEp-2 cells, RSV-induced CPE inhibition; higher % means a stronger effect; CPE inhibition, % at 10 µM; hits with a dose series show IC50 in µM; 0.13% of 310,000 active; in the data active = a potency from the dose series; inconclusive = CPE inhibition mostly from about 23% at the one dose, without a potency; inactive = the rest, 99 in 100 with CPE inhibition below about 21%; note: strong numbers were not always called active
# Rac1 GTP hydrolysis – MgcRacGAP GTPase-activating activity inhibitors, confirmation, biochemical, ADP Hunter fluorescence | Rac GTPase-activating protein 1 (Homo sapiens) | MgcRacGAP-stimulated Rac1 GTP hydrolysis, ADP Hunter fluorescence; higher % means a stronger effect; GST-tagged Rac1 F28L mutant substrate | one-dose inhibition, % at 30 µM; IC50 in µM for titrated hits | 0.6% of 340,000 active | AID 624330, 2012;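 active = first-screen hits whose inhibition reached a set limit at any dose in the follow-up dose series; inconclusive = inhibition above the set first-screen limit but never retested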;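 note: fluorescence reports GDP produced by GAP-driven GTP hydrolysis; strong numbers were not always called active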
# NS5 inhibitors – Dengue-2 NS5 methyltransferase inhibitors, primary screen, biochemical, confirmation dose response (AID 588689) | Dengue-2 NS5 methyltransferase capping enzyme assay, biochemical; higher % means a stronger effect | inhibition, % at 25 µM, or IC50 in µM where a hit was titrated | 0.3% of 340,000 active; in the data active = a potency from the dose series; inconclusive = inhibition above about 29% without an active follow-up result
# GPR35 arrestin U2OS – GPR35 antagonists blocking zaprinast-driven arrestin recruitment, primary screen, imaging, U2OS, beta-arrestin-GFP, zaprinast agonist (AID 2058); G-protein coupled receptor 35 (Homo sapiens); U2OS GPR35 beta-arrestin-GFP translocation imaging, zaprinast antagonism; higher % means a stronger effect; inhibition, % at 10 µM; hits with a dose series show IC50 in µM; 0.052% of 290,000 active;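 active = inhibition of at least 50% with at least 30 cells and total cytoplasm GFP at most 10,000,000; inconclusive = under 30 cells or total GFP of 10,000,000 plus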
# LYP phosphatase – inhibitors of LYP phosphatase, biochemical, fluorescence intensity, uHTS (AID 1779); 0.054% of 290,000 active; inhibition, % at 11.5 µM, or IC50 in µM where a hit was titrated; Tyrosine-protein phosphatase non-receptor type 22 (Homo sapiens); recombinant LYP phosphatase, fluorescence intensity; higher % means a stronger effect; in the data active = inhibition above about 50%;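 note: plate controls were vehicle with enzyme for no effect and no enzyme for full effect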
# NS5 inhibitors pilot replicate – further read-out of NS5 inhibitors, marked with its call; inhibition, %; measured here: pilot screen replicate inhibition
# * marks the source's active call; other numbers are inactive results; ? = inconclusive; . = not tested or not shown. Only part of the results is shown; rates above refer to the full screens.
SMILES,SV40 large T antigen,West Nile antiviral,PhoP inhibition,CSM14.1 death rescue,RSV CPE inhibition,Rac1 GTP hydrolysis,NS5 inhibitors,GPR35 arrestin U2OS,LYP phosphatase,others
NCCNc1ccc([N+](=O)[O-])c2cccnc12,18%,-0.9%,9%,1.0%,1.0%,1%,-12%,6%,5%,
Clc1cc(Cl)cc(NC2=NCCS2)c1,?,-0.5%,3%,.,.,14%,7%,19%,-6%,
C#CC[N+]1(C)C2CCC1CC(O)C2 (stereo unspecified),12%,0.9%,2%,6.0%,0.7%,0%,-9%,6%,-8%,
CN1CCN(Cc2ccc(OC(F)(F)F)cc2)CC1,4%,-0.1%,19%,-0.9%,-2.1%,4%,1%,4%,-8%,
COc1cccc(C2=NOC(C(=O)N3CCC4(CC3)OCCO4)C2)c1 (stereo unspecified),5%,-0.3%,4%,-0.4%,0.6%,6%,-3%,9%,-7%,
COc1ccc(S(=O)(=O)N2CC3CC(C2)c2cccc(=O)n2C3)cc1 (stereo unspecified),-3%,1.2%,10%,-1.0%,-1.0%,7%,-5%,6%,-6%,
CC1CCCCC1NC1CCN(C)CC1 (stereo unspecified),5%,0.1%,-5%,.,0.6%,-8%,-2%,4%,-10%,
CN1C(=O)C(=Cc2cn(CC(=O)N3CCCC3)c3ccccc23)C(=O)N(C)C1=O,6%,-0.2%,-7%,.,0.6%,1%,-12%,8%,-11%,
COc1ccc(Cn2c(O)c(/C=N/NC(=O)c3ccccc3)c(=O)[nH]c2=O)cc1,4%,1.2%,4%,-1.9%,2.9%,5%,-32%,12%,14%,
COc1cc2c(c(OC)c1OC)-c1ccc(C(=O)O)cc1[C@@H](NC(C)=O)CC2,11%,0.1%,.,.,5.1%,7%,-7%,.,.,
CC(C)CCn1c(N)c(C(=O)OCC2CCCO2)c2nc3ccccc3nc21 (stereo unspecified),-10%,0.2%,4%,-0.2%,-0.1%,16%,-19%,-14%,-1%,
Cc1ccc(S(=O)(=O)N(c2cc(Cl)c(O)c(Cl)c2)P(=O)(OC(C)C)OC(C)C)cc1,9%,-0.3%,4%,-1.0%,0.3%,8%,-6%,-16%,5%,
CCOC(=O)C(O)(c1ccc(NC(=O)c2ccc(Cl)c(Cl)c2)cc1)C(F)(F)F (stereo unspecified),4%,-1.2%,6%,.,70%,12%,12%,-5%,-1%,
Cc1nc2ccccc2c(=O)n1-c1cccnc1,1%,0.5%,-5%,-2.4%,0.8%,3%,2%,-6%,-8%,
COCCNC(=O)c1c(NC(=O)c2ccco2)n(Cc2ccccc2)c2nc3ccccc3nc12,12%,-0.1%,-4%,-0.2%,0.7%,9%,>100µM*,-7%,-15%,
O=C(c1cccc(C(F)(F)F)c1)C1CCCN(Cc2ccccc2O)C1 (stereo unspecified),0%,-0.7%,10%,1.2%,1.0%,6%,-9%,-9%,-8%,
CCN1CCN(Cc2cc(Br)cc(Br)c2O)CC1,32%,-0.2%,13%,1.5%,0.4%,8%,-17%,5%,-9%,
CCCOP(=O)(OCCC)C(NC(=O)c1ccccc1)=C(Cl)Cl,1%,-0.6%,-1%,-1.4%,0.1%,7%,-1%,14%,7%,
CCCCCn1c(=O)c(C(=O)Nc2ccccc2C)c(O)c2ccccc21,-8%,-1.6%,-9%,.,3.7%,11%,-13%,-12%,-2%,NS5 inhibitors pilot replicate=-8.5
O=c1c2ccccc2nc(-c2ccco2)n1-c1ccc(Br)cc1,7%,0.1%,-1%,.,-1.3%,9%,-2%,5%,0%,
CN1CCN(C(=O)COc2ccc(S(=O)(=O)N(C)Cc3ccccc3)cc2)CC1,4%,-0.4%,20%,-0.1%,-0.3%,0%,1%,11%,-5%,
C[N+]1(C)[C@@H]2CC[C@H]1CC(OC(=O)C(CO)c1ccccc1)C2 (stereo partly specified),21%,.,-1%,8.4%,-0.1%,5%,-1%,-8%,-4%,
CNC(=S)N1CCN(CCN=Cc2c(O)n(-c3ccc(C)cc3)c(=S)[nH]c2=O)CC1,12%,-0.1%,12%,.,0.8%,7%,-3%,-5%,-1%,
CC12CN3CC(C)(CN(C1)C3c1ccco1)C2=O (stereo unspecified),6%,1.4%,-1%,-0.2%,0.6%,-2%,-6%,6%,-4%,
O=C(CN1CCCC1=O)N1CCOCC1,80%,-0.2%,5%,.,0.0%,7%,1%,4%,0%,
O=C(c1cc(-c2ccccc2)nc2ccccc12)N1CCC2(CC1)OCCO2,4%,0.8%,-8%,-1.7%,0.2%,10%,-2%,0%,1%,
Cc1ccc(N2C(=O)NC(=O)/C(=C/c3ccc(-c4ccc(C(=O)O)c(Cl)c4)o3)C2=O)cc1,33µM*,0.6%,-1%,-1.6%,2.6%,?,50%,9%,-2%,
Cc1cccnc1NC1=NCC(C)S1 (stereo unspecified),17%,0.2%,-3%,-1.7%,0.2%,7%,-3%,-1%,-6%,
O=C1NC(=O)C2(Cc3ccccc3N3CCCC32)C(=O)N1c1ccc(Cl)cc1 (stereo unspecified),21%,0.5%,-17%,-2.5%,0.1%,.,.,-3%,-2%,
O=C(Cc1ccccc1)Oc1ccc([N+](=O)[O-])cc1,8%,-0.6%,6%,.,0.2%,-2%,.,0%,-8%,
Nc1ccc2c(c1)oc1ccccc12,11%,0.1%,21%,3.5%,3.2%,4%,-1%,0%,-12%,
O=C1CC(=O)N(c2ccc(Cl)cc2Cl)C(=O)N1,26%,-0.3%,4%,4.9%,2.4%,13%,-42%,-4%,-12%,NS5 inhibitors pilot replicate=-14
Cc1ccc(OCC(=O)N2CCCC(N3CCN(c4ccc(F)cc4)CC3)C2)cc1 (stereo unspecified),2%,-0.7%,6%,.,6.0%,11%,-10%,12%,-10%,
O=C1OCCN1P(=O)(c1ccccc1)c1ccccc1,9%,0.2%,5%,0.9%,-0.1%,5%,-3%,1%,-10%,
CC(=O)N1CC(=O)Nc2ccc(C)cc2C1c1ccccc1 (stereo unspecified),2%,-0.1%,6%,.,1.3%,4%,-2%,12%,-6%,
O=C1C(c2ccccc2)=C(N2CC2)c2ccccc21,4%,-0.3%,-8%,0.5%,2.2%,3%,13%,-7%,-6%,
O=C(c1cn(Cc2ccccc2)c2ccccc12)C1CC1,7%,-0.9%,-4%,-1.0%,-0.9%,2%,-2%,-2%,6%,
C(#CCN1CCOCC1)COC/C=C/c1ccccc1,4%,-0.2%,1%,-2.7%,0.0%,8%,-1%,10%,-1%,
CC(=O)CC(=O)C1C(=O)N(C)C(=O)N(C)C1=O,7%,-0.3%,-3%,.,0.0%,7%,-12%,-18%,-5%,
c1ccc(C2CC2)c(OCC2=NCCN2)c1,12%,.,-11%,.,2.5%,-5%,-4%,.,.,
CN1c2ccc([N+](=O)[O-])cc2CC2(C(=O)NC(=O)N(c3ccc(Br)cc3)C2=O)C1c1ccccc1 (stereo unspecified),19%,-1.2%,-2%,5.0%,9.6%,0%,-1%,-14%,0%,
Cc1cc(C(=O)Nc2ccc3c(c2)OCCO3)nn1C(C)(C)C,21%,0.6%,-6%,.,1.6%,1%,-5%,-7%,-7%,
CCOc1cc(CNCCc2c[nH]c3ccccc23)cc(Cl)c1OC,7%,-0.6%,-10%,-3.0%,6.4%,10%,-4%,-2%,-9%,
CCCCOC(=O)COc1cc(C)cc2oc(=O)c3c(c12)CCC3,1%,0.7%,-3%,-3.1%,2.6%,3%,-5%,5%,7%,
c1cncc(C2CCCCN2)c1 (stereo unspecified),2%,0.2%,-11%,.,-0.8%,0%,1%,5%,-6%,
COc1cc2c3cc1Oc1cc(ccc1O)C[C@@H]1c4c(cc(OC)c(O)c4Oc4cccc(c4)C[C@@H]3N(C)CC2)CC[N+]1(C)C,33%,.,2%,.,0.1%,5%,0%,.,.,
O=C1NC(=O)N(CCc2ccc(F)cc2)C(=O)/C1=C/c1cccs1,24%,0.2%,-1%,2.0%,1.4%,10%,3%,-1%,-7%,
O=C(COc1ccc(Cl)cc1)N1CCN(Cc2ccccc2)CC1,7%,-0.8%,1%,0.9%,-0.6%,6%,-10%,-3%,-6%,
O=c1[nH]c(=O)n(C2CCCCC2)c(O)c1C=NCCCn1ccnc1,8%,0.2%,-5%,-0.2%,0.0%,9%,-11%,1%,-1%,
S=C1CN=C(c2ccccc2Cl)c2cc(Cl)ccc2N1,11%,.,-1%,2.0%,0.8%,8%,-4%,0%,-2%,
Cc1ccc(CC(=O)N2CCN(C)CC2)cc1,5%,1.0%,-5%,.,-0.2%,8%,3%,2%,-13%,NS5 inhibitors pilot replicate=1.2
CC1CCN(CCc2nc3ccccc3[nH]2)CC1,26%,-0.1%,-1%,.,6.0%,1%,-4%,2%,-8%,
O=C(CN1C(=O)COc2ccccc21)N1CCC2(CC1)OCCO2,10%,0.4%,-1%,.,0.5%,-4%,3%,2%,-11%,
Nc1c([N+](=O)[O-])cc(F)c(N2CCNCC2)c1Br,5%,-0.1%,5%,-3.0%,0.6%,2%,-1%,-6%,-6%,
Cc1cnn(C2CCN(C)CC2)c1N,13%,0.5%,0%,-2.6%,3.4%,9%,2%,22%,2%,NS5 inhibitors pilot replicate=0.3
CCOc1ccc(NC(=O)c2c(O)[nH]c(=O)[nH]c2=O)cc1,5%,-0.3%,.,.,0.0%,4%,2%,.,.,
CC1CCN(CC(=O)c2ccc3c(c2)OCCO3)CC1,16%,0.7%,-8%,-0.3%,7.2%,16%,-4%,0%,0%,
Nc1ccccc1C(=O)OCC(=O)c1ccc2c(c1)OCCO2,3%,0.7%,7%,-1.3%,-1.6%,-3%,2%,-4%,1%,
COc1ccc(CN2CCN(C(=O)Cc3ccccc3)CC2)c(OC)c1,4%,-1.0%,-4%,1.6%,0.9%,18%,-8%,14%,-7%,
CC(=O)Nc1ccc(C(=O)C(Cc2ccccc2)N(C)C)cc1 (stereo unspecified),0%,0.0%,7%,.,0.0%,7%,-2%,-5%,-6%,
Cc1ccsc1C(=O)C1CCCN(Cc2cnc(N3CCOCC3)s2)C1 (stereo unspecified),4%,-0.1%,9%,-0.1%,-0.7%,7%,-2%,7%,-7%,

# Two records picked at random from those above:
SMILES,SV40 large T antigen,West Nile antiviral,PhoP inhibition,CSM14.1 death rescue,RSV CPE inhibition,Rac1 GTP hydrolysis,NS5 inhibitors,GPR35 arrestin U2OS,LYP phosphatase,others
C#CC[N+]1(C)C2CCC1CC(O)C2 (stereo unspecified),12%,0.9%,2%,6.0%,0.7%,0%,-9%,6%,-8%,
O=C(CN1C(=O)COc2ccccc21)N1CCC2(CC1)OCCO2,10%,0.4%,-1%,.,0.5%,-4%,3%,2%,-11%,

# Assay outcomes deposited in PubChem by several laboratories.
